# Bioassay records (PubChem)
# NPC1 prom act: qHTS Assay for NPC1 Promoter Activators. Huh7 NPC1 promoter luciferase reporter, 24 h. Potency, µM (titrated, usually from 9.22 µM), inactives show at the highest dose activation, actives largely listed as activators. 320,000 tested, 2.4% active;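 also: potency is read from the fitted curve at half-maximal effect; % of control where 0% means no effect; nearly all actives have a fitted effect of over 60% in size; reporter is driven by a mutant NPC1 promoter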
#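 Luciferase expression driven by the NPC1 promoter was measured in stably transfected Huh7 cells after a 24 h compound incubation, using a luciferase reagent and a luminescence read.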
# Rab9 promoter act: qHTS Assay for Rab9 Promoter Activators; 320,000 tested, 2.8% active; Potency, µM (doses to about 9.22 µM), inactives show at the top dose activation, negative = inhibition, actives largely listed as activators; AID 485297, 2010; Huh7 Rab9 promoter-luciferase reporter, luminescence, 24 h; also: potency is read from the fitted curve at half-maximal effect; % of control where 0% means no effect; nearly all actives have a fitted effect of over 60% in size
#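 Luminescence read-out: Huh7 cells stably expressing Rab9-luciferase, treated 24 h with compound at 37 °C, then lysed with luciferase reagent for 10 min at ambient before reading.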
# Coupling enz: qHTS Assay for Inhibitors of Fructose-1,6-bisphosphate Aldolase from Giardia Lamblia: Coupling assay counterscreen | coupling enzyme system counterscreen, AmpLite Red fluorescence | activity change, negative = inhibition, % at 58.2 µM, hits read low | 290,000 tested, 0.67% active | AID 2472, 2010; in the data active = activity change below about -30%; also: % is scaled to controls: 0 for no effect and ±100 for the full control effect
#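 Coupling enzymes only (glyceraldehyde-3-phosphate) + compound, at 57.5 uM final, 10 min RT; add substrate/coupling/AmpLite Red mix, 20 min RT; fluorescence ex 525/em 598 nm. Actives flag coupling-system interference.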
# uPA surface inh: qHTS for Inhibitors of Cell Surface uPA Generation; cell surface uPA generation assay, qHTS; 330,000 tested, 0.31% active; Potency, µM (top dose mostly 38.3 µM), without a hit: at the highest dose activity change, negative = inhibition, hits mostly inhibitors; active = well fitted inhibition curve with a large enough effect; inconclusive = small, poorly fitted or top-dose-only effect; inactive = no such curve, though single readings can be large or run the other way; tested in mouse RAW 264.7 cells; also: potency is read from the fitted curve at half-maximal effect; % is scaled to controls: 0 for no effect and ±100 for the full control effect; nearly all actives have a fitted effect of over 55% in size
# Tb PFK inh: qHTS Assay to Find Inhibitors of T. brucei phosphofructokinase; T. brucei PFK, ADP-Glo luminescence; Potency, µM (doses to about 57.5 µM), for the others: top-dose activity, negative = inhibition, hits mostly inhibitors; 330,000 tested, 0.17% active; AID 485367, 2010;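 also: potency is read from the fitted curve at half-maximal effect; 0% = uninhibited 1x PFK enzyme wells and -100% = no-enzyme wells; nearly all actives have a fitted effect of over 60% in size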
# Target sequence (O15648 whole entry, looked up): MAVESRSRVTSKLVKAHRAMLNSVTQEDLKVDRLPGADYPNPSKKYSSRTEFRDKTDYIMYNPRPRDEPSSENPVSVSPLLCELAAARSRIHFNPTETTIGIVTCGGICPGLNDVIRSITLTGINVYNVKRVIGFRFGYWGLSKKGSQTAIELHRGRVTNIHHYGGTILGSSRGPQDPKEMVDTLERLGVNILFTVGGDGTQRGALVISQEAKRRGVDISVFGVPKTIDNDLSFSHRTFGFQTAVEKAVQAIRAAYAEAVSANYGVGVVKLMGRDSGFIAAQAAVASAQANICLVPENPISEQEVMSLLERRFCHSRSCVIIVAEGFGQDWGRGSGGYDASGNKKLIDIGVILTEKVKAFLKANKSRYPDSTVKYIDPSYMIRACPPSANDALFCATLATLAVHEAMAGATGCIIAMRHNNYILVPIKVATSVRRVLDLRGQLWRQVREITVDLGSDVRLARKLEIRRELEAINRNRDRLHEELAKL
#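 1.25 nM PFK with 0.5 mM F6P and 0.1 mM ATP in 0.1 M TEA pH 8.0, 5 mM MgCl2, incubated 45 min at room temperature; ADP measured by ADP-Glo luminescence; compounds titrated up to 57 uM.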
# ELG1 genotoxic: qHTS screen for small molecules that induce genotoxicity in human embryonic kidney (HEK293T) cells expressing luciferase-tagged ELG1 | Potency, µM (top dose mostly 46 µM), for inactives: at the top dose activity change, positive = activation, usual class: activators | 330,000 tested, 1.3% active | HEK293T ELG1-luciferase reporter, luminescence, 16 h | AID 504466, 2011; also: potency is read from the fitted curve at half-maximal effect; % of control where 0% means no effect; nearly all actives have a fitted effect of over 60% in size
#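 HEK293T cells expressing luciferase-tagged ELG1 were exposed to compound or DMSO vehicle for 16 hr at 37 °C and 5% CO2. Luciferase activity was then measured with ONE-Glo after 30 min at room temperature.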
# FLuc counter: qHTS profiling assay for firefly luciferase inhibitor/activator using purifed enzyme and Km concentrations of substrates (counterscreen for miR-21 project). Luciferin 4-monooxygenase (Photinus pyralis), P08659. purified FLuc, Km substrates, luminescence inhibition. Potency, µM (top dose mostly 57.5 µM), without a hit: at the top dose activity change, negative = inhibition, actives largely listed as inhibitors. 360,000 tested, 6.9% active. AID 588342, 2011;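 also: potency is read from the fitted curve at half-maximal effect; plate controls were vehicle for no effect and reference inhibitor for full effect; nearly all actives have a fitted effect of over 55% in size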
# Target sequence (P08659 whole entry, looked up): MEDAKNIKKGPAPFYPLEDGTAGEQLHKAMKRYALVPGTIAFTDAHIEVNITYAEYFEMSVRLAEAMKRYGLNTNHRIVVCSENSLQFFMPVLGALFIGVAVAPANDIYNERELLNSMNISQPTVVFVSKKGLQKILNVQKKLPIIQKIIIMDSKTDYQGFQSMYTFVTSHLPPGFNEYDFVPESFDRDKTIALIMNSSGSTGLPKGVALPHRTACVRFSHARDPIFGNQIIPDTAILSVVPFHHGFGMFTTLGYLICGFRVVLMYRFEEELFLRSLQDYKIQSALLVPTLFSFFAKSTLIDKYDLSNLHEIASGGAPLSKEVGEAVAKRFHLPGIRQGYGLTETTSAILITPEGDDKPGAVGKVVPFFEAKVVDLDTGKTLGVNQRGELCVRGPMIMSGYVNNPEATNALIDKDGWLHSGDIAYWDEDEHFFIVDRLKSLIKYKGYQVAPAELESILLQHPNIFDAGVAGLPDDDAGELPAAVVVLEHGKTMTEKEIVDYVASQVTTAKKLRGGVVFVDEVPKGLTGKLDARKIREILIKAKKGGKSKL
#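 Biochemical qHTS of compounds, final roughly 60 µM downward over six points, against 10 nM purified firefly luciferase using Km concentrations of substrates (10 uM D-luciferin, 10 uM ATP) in Tris acetate pH 7.5 buffer; luminescence output.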
# Giardia killer: Small Molecules that selectively kill Giardia lamblia: qHTS | Giardia lamblia trophozoite viability | activity change, % at 7.66 µM, hits read low | 340,000 tested, 0.15% active | AID 540267, 2011; in the data active = activity change below about -80%; inconclusive = between about -30% and that limit;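 also: parasites exposed to compound for two days anaerobically before the ATP read; % is scaled to controls: 0 for no effect and ±100 for the full control effect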
#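 Giardia trophozoites, 100 cells per well, were exposed to compounds for 48 hrs at 37 deg C under anaerobic conditions; viability was then read as ATP content by bioluminescence after 15-30 min at room temperature.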
# VP16 counter: VP16 counterscreen qHTS for inhibitors of ROR gamma transcriptional activity; Potency, µM (titrated, usually from 53.6 µM), inactives show at the top dose activity, negative = inhibition, usual class: inhibitors; Drosophila S2 Gal4-VP16 UAS-luciferase, luminescence, 20 h; 310,000 tested, 3.5% active;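 also: Gal4-VP16 expression switched on by copper sulfate through the metallothionein promoter; potency is read from the fitted curve at half-maximal effect; % is scaled to controls: 0 for no effect and ±100 for the full control effect; nearly all actives have a fitted effect of over 50% in size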
# KCNH2 3.1 inh: qHTS for Inhibitors of KCHN2 3.1: Mutant qHTS | 340,000 tested, 0.95% active | U2OS KCNH2 3.1, thallium flux FluxOr; active compounds read low | Potassium voltage-gated channel subfamily H member 2, brain isoform KCNH2 3.1 (human) | activity change, % (tested at about 1.8 µM);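 active = maximum activity change below -70%; inconclusive = maximum activity change from -70% to -50%; inactive = maximum activity change above -50%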;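 also: thallium influx rate constant from kinetic fluorescence after stimulation buffer; % is scaled to controls: 0 for no effect and ±100 for the full control effect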
#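 FluxOr-based Tl+ influx in U2OS cells transduced with KCNH2 3.1 virus; rate constants normalized to DMSO controls.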
# RORg inh: qHTS for inhibitors of ROR gamma transcriptional activity. Potency, µM (highest dose often 53.6 µM), inactives show at the top dose activity change, negative = inhibition, usual class: inhibitors. 310,000 tested, 5.4% active. Drosophila S2 Gal4-RORgamma UAS-luciferase reporter, 20 h. Nuclear receptor ROR-gamma (Mus musculus), P51450; also: potency is read from the fitted curve at half-maximal effect; % is scaled to controls: 0 for no effect and ±100 for the full control effect; nearly all actives have a fitted effect of over 60% in size
#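 Stably transfected Drosophila Schneider cells are the test system, with ROR gamma fused to Gal4 and luciferase under UAS control; luminescence is read after 20 hr of 700 uM copper sulfate induction at ambient temperature.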
# An asterisk follows results filed as active; ? = inconclusive; nt = not tested or not shown; & = joins results of further samples; [ ] = another dose, or the depositor's remark. Unless noted, calls follow the shape of the dose curve; as a rule, active = well fitted curve in the direction sought with a large enough effect; inconclusive = small, poorly fitted or top-dose-only effect, or another doubt; inactive = no such curve, though single readings can be large; an effect the other way counts as inactive or inconclusive.
# Start of the listing, in advance, two compounds:
SMILES,NPC1 prom act,Rab9 promoter act,Coupling enz,uPA surface inh,Tb PFK inh,ELG1 genotoxic,FLuc counter,Giardia killer,VP16 counter,KCNH2 3.1 inh,RORg inh
O=C(C1CCN(S(=O)(=O)c2ccccc2)CC1)N1CCC2(CC1)OCCO2,0%,-1%,3,1%,-1%,0%,1%,-10,-6%,-2,-21%
O[C@H]1[C@H](O)[C@@H](O)CN2CC[C@H](O)[C@H]12,-5%,-6%,2&3,2%,-10%,3%,0%,5,2%&-7%,-12,14%&-10%

# The whole of this part, repeating the preview:
SMILES,NPC1 prom act,Rab9 promoter act,Coupling enz,uPA surface inh,Tb PFK inh,ELG1 genotoxic,FLuc counter,Giardia killer,VP16 counter,KCNH2 3.1 inh,RORg inh
O=C(C1CCN(S(=O)(=O)c2ccccc2)CC1)N1CCC2(CC1)OCCO2,0%,-1%,3,1%,-1%,0%,1%,-10,-6%,-2,-21%
O[C@H]1[C@H](O)[C@@H](O)CN2CC[C@H](O)[C@H]12,-5%,-6%,2&3,2%,-10%,3%,0%,5,2%&-7%,-12,14%&-10%
N#CC(C#N)=Cc1ccc(C=C(C#N)C#N)cc1,-6%,-8%,-23,-3%,-11%,?,5%,3,?,6,?
COc1cc(Br)c(CNCCc2ccc3c(c2)OCO3)cc1OC,2%,3%,1,1%,-1%,-2%,-1%,11,-3%,9,-2%
Nc1ccccc1C(=O)OCc1ccc([N+](=O)[O-])cc1,23%,?,0,-3%,-30%,?,?,-3,-2%,-27,7%
Cc1c(C)c2ccc(OCC(=O)N3C[C@H]4C[C@@H](C3)c3cccc(=O)n3C4)c(C)c2oc1=O,1%,-4%,-2,3%,7%,?,2%,-13,2%,-14,-16%
O=C(c1ccc(CNS(=O)(=O)c2ccccc2)cc1)N1CCC2(CC1)OCCO2,?,3.5µM*,-5,-1%,3%,?,?,10,-6%,1,?
CCN(CC)CCNCc1nc2ccccc2c(=O)n1-c1ccc(F)cc1,-2%,3%,0,5%,-1%,0%,0%,11,-5%,1,3%
CN1C[C@H](CO)C[C@@H]2c3cccc4[nH]cc(c34)C[C@H]21,3%,-2%,-2,0%,-8%,-3%,1%,-11,-2%,2,-11%
CN(C)P(=S)(Nc1ccccc1)C(Cl)(Cl)Cl (configuration not stated),1%,1%,0,4%,-1%,1%,4%,-17,-9%,33,-20%
Cc1cccc(CCNCc2cc3cc(C)cc(C)c3[nH]c2=O)c1,-2%,-8%,0,23%,-1%,0%,-8%,-11,-14%,-7,-24%
O=c1c2ccccc2[se]n1-c1ccccc1,-9%[46.1 µM],14%[46.1 µM],-2&-3,?,4.8µM*,5%,6µM*,-19,11µM*,10,10µM*
Cc1cc(C)c2c(c1)-c1cc(C)nn1C(c1cccnc1)N2 (configuration not stated),0%,3%,0,-26%,1%,?,0%,-10,3%,27,-19%
CC(C(=O)c1ccccc1)N1C(=O)c2ccccc2C1=O (configuration not stated),-1%,13%,-3,12%,0%,2%,-1%,-12,2%,-5,21%
COC(=O)C1=C(c2ccc(F)cc2F)C[C@@H]2CC[C@H]1N2C(=O)NCC1CC1,-1%,-3%,nt,7%,0%,-1%,-1%,13,nt,-9,nt
CCOc1ccc(N2C(=O)NC(=O)/C(=C\c3ccc(N4CCCCC4)o3)C2=O)cc1,6%,1%,3,5%,?,1%,-18%,0,-2%,-8,?
O=C(Nc1cccc2ccccc12)N1CCC2(CC1)OCCO2,17%,21%,-12,-20%,3%,?,?,-4,?,11,13%
O=C(N/N=C/C1C(=O)NC(=S)N(c2ccccc2)C1=O)c1cc(Br)c(O)c(Br)c1 (configuration not stated),-6%,-1%,2,0%,20%,-5%,-14%,5,-5%,6,-3%
O=[N+]([O-])c1ccc(N2CCCC2)c(F)c1Br,-2%,-4%,2,-4%,-1%,1%,-10%,-11,-18%,nt,?
CCOP(=S)(OCC)C(O)CCCCCn1c(=O)c(F)cn(C2CCCO2)c1=O (configuration not stated),2%,0%,-1,-5%,-2%,0%,0%,-3,-2%,9,20%
CCN(CC)CCN1Cc2ccccc2C1=N,-1%,-5%,1,-3%,-3%,-5%,-1%,12,0%,-1,-10%
COC(=O)C1=C(c2ccc(F)cc2OCc2ccccc2)C[C@@H]2CC[C@H]1N2C(=O)NCc1cccc(C(F)(F)F)c1,-3%,3%,nt,?,-3%,-4%,0%,4,nt,nt,nt
CC1=C[C@@H]2c3cccc4[nH]cc(c34)C[C@H]2N(C)C1,-3%,1%,-5,2%,-3%,-15%,7%,2,-12%,10,-19%
O=C(c1ccccc1)c1cn(CC(=O)N2CCCC2)c2ccccc12,2%,-8%,1,4%,-4%,0%,-9%,13,3%,24,17%
CC12CNCC(C)(CNC1)C2O (configuration not stated),-2%,-3%,1,3%,-6%,2%,1%,8,-6%,4,9%

# (further entries)
SMILES,NPC1 prom act,Rab9 promoter act,Coupling enz,uPA surface inh,Tb PFK inh,ELG1 genotoxic,FLuc counter,Giardia killer,VP16 counter,KCNH2 3.1 inh,RORg inh
Cc1cc(Cl)ccc1C(=O)C1CCCN(C2CCSCC2)C1 (configuration not stated),-4%,-1%,1,-2%,-19%,0%,-1%,-4,8%,-87*,5%
Cc1cc(/C=C2\C(=O)NC(=O)N(c3ccc(Cl)cc3)C2=O)c(C)n1-c1sc2c(c1C#N)CCCC2,-1%,-8%,3,17%,0%,-1%,-12%,13,6%,-2,4%
COc1ccc(CCn2c(O)c(/C=N/NC(=O)c3ccncc3)c(=O)[nH]c2=O)cc1OC,-4%,0%,-3,6%,0%,-1%,?,-8,9%,24,-6%
O=C1NC(=O)C(=Cc2cccc(OCCOc3ccccc3)c2)C(=O)N1,0.56µM*,0.32µM*,5,4%,0%,?,15µM*,20,?,6,?
Cc1cc(C(=O)Cn2nnc(-c3ccc(Cl)cc3)n2)c(C)n1-c1ccccc1,-4%,-1%,-5,1%,5%,3%,1%,-17,22µM*,-7,?
COc1ccc(OCC(=O)N2CCN(CC3CC4C=CC3C4)CC2)cc1 (configuration not stated),-3%,2%,0,-2%,1%,-3%,0%,21,4%,3,19%
COc1ccc(Cc2c(O)[nH]c(=S)[nH]c2=O)cc1,10%,7%,-3,4%,1%,-2%,-14%,-2,-2%,2,-23%
CCC(C)n1c(O)c(C=NCCc2ccccc2)c(=O)[nH]c1=S (configuration not stated),0%,1%,-1,-3%,1%,-1%,0%,8,?,-7,10µM*
Cc1cccc(-n2c(-c3ccco3)nc3ccccc3c2=O)n1,-1%,0%,1,3%,8%,1%,-13%,2,1%,11,24%
C#CCOCCOCCOCCNc1nc(N2CCN(C(=O)CCCCCCCCCCNC(=O)[C@H](CCCCN)n3cc(C[C@@H](C)CC)nn3)CC2)nc(N2CCN(C(=O)CCCCCCCCCCNC(=O)[C@H](CCCN=C(N)N)n3cc(C[C@@H](C)CC)nn3)CC2)n1,-12%,-4%,nt,?,?,-5%,?,12,nt,14,nt
Cc1cccc(NP(=O)(Oc2ccccc2F)Oc2ccccc2F)c1,1%,-1%,5,6%,2%,-8%,4%,-9,-19%,-7,?
Cc1cccc(-n2c(C)n[nH]c2=S)c1C,nt,nt,0,-1%,nt,nt,-1%,-19,?,-9,16µM*
CC(Cc1cccs1)NCc1ccccc1 (configuration not stated),-2%,9%,2,-3%,-2%,0%,-2%,20,-6%,-5,0%
CN(C)CP(=O)(O)CN(C)C=O,-3%,1%,2,2%,5%,-3%,-1%,-17,-4%,-3,-2%
COc1cc(O)cc2c1cc([N+](=O)[O-])c1c(C(=O)O)cc3c(c12)OCO3,nt,nt,nt,6%,1%,0%,nt,?,nt,3,nt
O=C(N[C@H]1CCC(=O)N([C@H](CSc2ccccc2)Cc2ccccc2)CC1)OCc1ccccc1,-5%,4%,-2,?,-1%,-5%,1%,-15,-3%,-1,11%
ON1C2CCCCC2N(O)C1c1ccccc1F (configuration not stated),2%,0%,0,4%,-2%,-2%,1%,-1,-5%,7,-22%
C=CCn1c(O)c(C=NCCCOc2ccc(CC)cc2)c(=O)[nH]c1=S,-5%,1%,3,-2%,-7%,4%,3%,-3,4%,2,-10%
CN(C)C(Cc1ccccc1)C(=O)c1c[nH]c2ccccc12 (configuration not stated),-1%,1%,-3,-1%,-2%,0%,24µM*,-7,5%,0,-1%

# This is a subset. The share of hits here may be higher or lower than overall.
